Source: PubChem
FEN1 inh – inhibitors of human flap endonuclease 1. Recombinant FEN1 flap cleavage, fluorescence, 15 min. hit rate 0.35% among 390,000. Potency, µM (top dose mostly 114 µM), without a hit: at the top dose activity change, negative = inhibition, usual class: inhibitors; further: nearly all actives have a fitted effect of over 65% in size
Target sequence (P39748 whole entry, looked up): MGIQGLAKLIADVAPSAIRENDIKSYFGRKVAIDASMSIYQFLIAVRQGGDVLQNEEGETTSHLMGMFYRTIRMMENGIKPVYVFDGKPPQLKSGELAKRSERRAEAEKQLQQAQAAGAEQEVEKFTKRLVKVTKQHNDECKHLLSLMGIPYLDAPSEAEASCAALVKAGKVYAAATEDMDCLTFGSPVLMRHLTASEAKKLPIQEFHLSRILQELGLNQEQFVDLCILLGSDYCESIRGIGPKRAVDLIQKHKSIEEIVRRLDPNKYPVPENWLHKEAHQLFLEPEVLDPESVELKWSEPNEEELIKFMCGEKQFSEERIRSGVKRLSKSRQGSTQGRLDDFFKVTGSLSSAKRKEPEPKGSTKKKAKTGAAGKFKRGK
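Enzyme 10 nM, 15 min RT preincubation with compound; start with substrate 50 nM final; reads at 0 and 15 min; qHTS titration, four-parameter Hill fit.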
KAT2A inh – inhibitors of human GCN5L2 histone acetyltransferase; GCN5L2 HAT assay, ThioGlo1 CoA-SH fluorescence; Potency, µM (highest dose often 58.9 µM), without a hit: top-dose activity change, negative = inhibition, actives largely listed as inhibitors; hit rate 0.21% among 390,000; AID 504327
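Enzyme at 20nM final was mixed with library compounds for 15 min at room temperature. Peptide H3(1-25) at 75uM, acetyl-CoA at 70uM and ThioGlo1 at 50uM were then added. Plates were read immediately and after 20 min (Ex340nm/Em540nm).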
TDP1 cell CPT – DT40-hTDP1 cell growth loss with CPT | chicken DT40 Tdp1-/-;hTDP1 cells + 20 nM CPT, ATP luminescence, 48 h | Potency, µM (series often up to 46.2 µM), for inactives: top-dose activity change, negative = growth inhibition, actives largely listed as inhibitors | hit rate 12% among 420,000 | AID 686979; further: nearly all actives have a fitted effect of over 55% in size
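Chicken DT40 Tdp1-/- cells stably complemented with human TDP1 were seeded at 400 cells/well in medium containing 20 nM camptothecin, exposed to pin-transferred compounds, and grown at 37 °C for at least 48 hr. Viability was read as ATP luminescence.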
Numbers without * were called inactive; ? = inconclusive; · = no result given; [ ] = another dose, or the depositor's remark. The call rests on the fitted dose curve; in most records, active means well fitted curve in the direction sought with a large enough effect; inconclusive means small, poorly fitted or top-dose-only effect, or another doubt; inactive means no such curve, though single readings can be large; an effect the other way counts as inactive or inconclusive. On the % scale 0 is the no-effect control and ±100 the full control effect; potency means the concentration at half of the fitted maximal effect. These rows are one share of the data, so the mix of outcomes need not match the whole.

The opening 5 records, to show the layout:
Values run as follows: KAT2A inh | TDP1 cell CPT | FEN1 inh
Cc1nn(-c2ccc3ccccc3c2)c(=O)c2ccccc12
→ -7% | ? | 4%
CN(C)c1ncc2nc(-c3cc(F)cc(F)c3)c(=O)n(CCc3ccccc3)c2n1
→ 19% | -27% | ·
Cc1ccc(NC(=O)NCC(c2cccnc2)N2CCOCC2)cc1 (stereo not given)
→ -18% | -7% | -4%
CC(C)CNC(=O)NC(=O)COc1ccc(C=O)cc1
→ · | -1% | -3%
Clc1cccc(Cl)c1CSc1cc2c(nn1)-c1ccccc1CC2
→ 2% | -28% | -11%

This part in full (from the top)
Values run as follows: KAT2A inh | TDP1 cell CPT | FEN1 inh
Cc1nn(-c2ccc3ccccc3c2)c(=O)c2ccccc12
→ -7% | ? | 4%
CN(C)c1ncc2nc(-c3cc(F)cc(F)c3)c(=O)n(CCc3ccccc3)c2n1
→ 19% | -27% | ·
Cc1ccc(NC(=O)NCC(c2cccnc2)N2CCOCC2)cc1 (stereo not given)
→ -18% | -7% | -4%
CC(C)CNC(=O)NC(=O)COc1ccc(C=O)cc1
→ · | -1% | -3%
Clc1cccc(Cl)c1CSc1cc2c(nn1)-c1ccccc1CC2
→ 2% | -28% | -11%
CCN(CC(=O)Nc1c(F)cccc1F)C(=O)CCC(=O)c1ccc(C)cc1
→ 0% | -17% | -1%
COC(=O)c1cc(Cl)c(NC(=O)c2ccc(C(C)(C)C)cc2)cc1OC
→ -8% | 26µM* | -2%
CCC1(c2ccccc2)NC(=O)N(Cc2ccc(C(=O)OC)cc2)C1=O (stereo not given)
→ -1% | -3% | 4%
CC(C)NC(=O)Cn1cc(C(=O)C(=O)N2CCOCC2)c2ccccc21
→ 4% | -6% | 3%
CS(=O)(=O)c1ccccc1-c1nnc(-c2ccc(Cl)cc2)o1
→ -2% | 7% | -4%
CC1=CC(C)(C)N(C(=O)CSc2nnc(N)s2)c2c(C)cc(C)cc21
→ 4µM* | ? | 15%
Cc1cc(C)c(C)c(S(=O)(=O)NCc2cccnc2)c1C
→ -7% | -6% | 3%
Cc1c(N=Cc2nc3ccccc3n2C)c(=O)n(-c2ccccc2)n1C
→ -22% | -17% | -4%
COc1ccccc1Nc1nnc(SCC(=O)c2c(N)n(C3CC3)c(=O)[nH]c2=O)s1
→ ? | 2% | 12%
COc1cccc(CC(NC(C)=O)C(=O)NC2CCN(c3c4c(nc5ncnn35)CCC4)CC2)c1 (stereo not given)
→ · | 5% | 11%
CCC(C)NC(=O)Cn1nc(Cc2ccncc2)c2ccccc2c1=O (stereo not given)
→ 3% | -2% | 5%
Cn1c(=O)oc2cc(S(=O)(=O)N3CCCC(C(=O)N4CCN(c5ccc(F)cc5)CC4)C3)ccc21 (stereo not given)
→ -1% | 7.3µM* | -4%
CCC(Cn1nnc2ccccc2c1=O)NC(=O)Nc1cccc(C)c1C (stereo not given)
→ -4% | -19% | 3%
O=C(c1ccco1)N1CCN(C(=O)C2CCN(S(=O)(=O)c3cnc[nH]3)CC2)CC1
→ 2% | 4% | -10%
CCC(C(=O)Nc1ccc(OC)c(Cl)c1)c1ccccc1 (stereo not given)
→ 0% | 4% | -14%
COc1ccc(CNC(=O)CN(C(=O)CCC(=O)Nc2ccccn2)c2ccc3c(c2)OCO3)cc1
→ -4% | -5% | 2%
Cc1ccc(C(=O)Nc2sc(C)c(-c3ccccc3)c2C(N)=O)cc1[N+](=O)[O-]
→ -4% | 13µM* | -3%
O=C(NCCCN1CCCC1=O)C(=O)NCC1OCCN1S(=O)(=O)c1ccc(Cl)cc1 (stereo not given)
→ -7% | 1% | -7%
O=C(C1CCN(S(=O)(=O)c2cccc3cccnc23)CC1)N1CCCCC1
→ -4% | 1% | 1%
CC(C)N1CCN(Cc2cccs2)CC1CCO (stereo not given)
→ 13% | -9% | 22%
CCOc1ccc(CNC(=O)C2CCCN(c3nn4cc(-c5ccc(OC)cc5)nc4s3)C2)cc1 (stereo not given)
→ -19% | 16µM* | 15%
CCCc1cc(C(=O)OCC(=O)N(CCC)c2c(N)n(Cc3ccccc3)c(=O)[nH]c2=O)sc1C
→ 6% | ? | 4%
CC1(C)Cc2nc3sc4c(SCC(=O)NC(c5ccccc5)c5ccccc5)ncnc4c3cc2CO1
→ ? | 8.2µM* | -13%
O=C(CSc1ncn[nH]1)N1CCN(S(=O)(=O)c2ccccc2)CC1
→ 0% | -22% | -10%
COc1ccc(CCN(C)C(=O)c2cc(S(=O)(=O)N3CCCCCC3)ccc2OC)cc1OC
→ -3% | ? | 13%

Part of the list above, reformatted.
Structure | KAT2A inh | TDP1 cell CPT | FEN1 inh
COc1ccc(CCN(C)C(=O)c2cc(S(=O)(=O)N3CCCCCC3)ccc2OC)cc1OC | -3% | ? | 13%
O=C(CSc1ncn[nH]1)N1CCN(S(=O)(=O)c2ccccc2)CC1 | 0% | -22% | -10%
CC1=CC(C)(C)N(C(=O)CSc2nnc(N)s2)c2c(C)cc(C)cc21 | 4µM* | ? | 15%
O=C(C1CCN(S(=O)(=O)c2cccc3cccnc23)CC1)N1CCCCC1 | -4% | 1% | 1%
CCC(Cn1nnc2ccccc2c1=O)NC(=O)Nc1cccc(C)c1C (stereo not given) | -4% | -19% | 3%

Carrying on.
Values run as follows: KAT2A inh | TDP1 cell CPT | FEN1 inh
Cc1nnc(N(Cc2ccccc2)C(=O)c2cnccn2)s1
→ -1% | -16% | -3%
CCN(CC)CCNC(=O)CS(=O)Cc1nc(-c2ccc(C)cc2)oc1C (stereo not given)
→ 2% | 0% | -7%
CC1Cc2nc(SCC(=O)NCc3ccccc3)n(Cc3ccccc3)c(=O)c2S1 (stereo not given)
→ 2% | ? | -7%
CCOC(=O)c1c(N)sc(C(=O)OCCOC)c1C
→ -23% | -12% | 3%
Cc1c(CCO)c(=O)[nH]n1S(=O)(=O)c1ccc([N+](=O)[O-])cc1
→ -2% | ? | -4%
c1cncc(Nc2nc(-c3cccnc3)cs2)c1
→ -18% | -8% | -20%
CCOC(=O)c1ccc(NC(=O)CS(=O)(=O)c2cn(CC)c3ccccc23)cc1
→ 1% | ? | -8%
COc1ccc(C(=O)NNC(=O)C2CCCN(C3CC(=O)N(c4ccccc4)C3=O)C2)cc1 (stereo not given)
→ 12% | 0% | -9%
O=C(Nc1ccc(F)cc1F)c1cc2ccc3cccnc3c2[nH]1
→ -9% | 2.9µM* | -11%
CCCOc1ccc(CSC2=NCCN2)cc1[N+](=O)[O-]
→ -1% | -12% | 4%
COc1ccc(C)cc1NC(=O)C1CC(=O)OC12CCCCC2 (stereo not given)
→ -8%[0.501 µM] | 2% | -12%
COc1cc2c(cc1OC)CN(C(=O)CN1CCN(S(=O)(=O)c3ccccc3)CC1)CC2
→ -22% | ? | -13%
CCOc1ccc(CCNC(=O)CN2C(=O)CCSc3ccccc32)cc1
→ -2% | 5% | -7%
O=C(NCCCc1ccccc1)c1cc(COc2c(F)cccc2F)on1
→ -8% | -18% | 1%
CCOC(=O)c1cc(NC(=O)c2ccco2)ccc1N1CCOCC1
→ 1% | 2% | 22%
CCOC(=O)NN1C(=O)c2ccccc2NC1c1ccccc1O (stereo not given)
→ -4% | 16µM* | 1%
COc1ccc(C2CC(c3ccccc3)=NN2C(=O)CSc2nccc(=O)[nH]2)cc1 (stereo not given)
→ -8% | -10% | 11%
CC1CC(C)CN(CC(=O)Nc2cc(S(=O)(=O)N3CCOCC3)ccc2N2CCCC2)C1 (stereo not given)
→ 0% | ? | 17%
Cc1ccc(-c2nc(C)c(CCNC(=O)c3ccccc3Br)s2)cc1
→ -4% | · | -13%
COc1ccc(-c2nc(C#N)c(NCc3ccccc3Cl)o2)cc1
→ · | -23% | -1%
CCN1CCN(c2nc(-c3ccccc3Cl)nc3ccccc23)CC1
→ 0% | -20% | 11%
COc1ccc(NC(=O)Cn2c(=O)n(Cc3nc(-c4ccccc4)no3)c(=O)c3ccccc32)cc1Cl
→ -12% | -20% | 2%
Clc1ccc(-c2noc(-c3cccnc3NCc3ccco3)n2)cc1
→ -2% | 2% | -10%
Oc1ccc(Cl)cc1/C=C/c1ccc2cccc(O)c2n1
→ -10% | ? | ?
Cc1ccc(Cn2nc(C)c(NC(=O)CCCn3nc(C)c([N+](=O)[O-])c3C)c2C)cc1
→ -5% | -23% | -4%
COc1ccc(C(CNC(=O)c2ccc(C)c(S(=O)(=O)N3CCCCC3)c2)N2CCCC2)cc1 (stereo not given)
→ · | ? | -5%
Cc1onc(-c2ccccc2)c1C(=O)NCC1CCN(C(=O)c2c(-c3ccccc3)noc2C)CC1
→ -1% | -28% | 1%
CCN1CCN(Cc2ccc(NC(=O)c3cc(NC(=O)C4=NN(c5ccccc5)C(=O)C4)cc(OC)c3)cc2C(F)(F)F)CC1
→ -20% | ? | -15%
Cn1c(CSc2nc3ccccc3s2)nnc1SCC(=O)NCc1ccccn1
→ 0% | -1% | 8%
CC1=C(C)C(=O)C(N2CCOCC2)=CC1=O
→ -1% | 16µM* | 0%

Next compounds.
Values run as follows: KAT2A inh | TDP1 cell CPT | FEN1 inh
O=C(CNC(=O)c1ccc(Br)o1)NCc1cccc(Cl)c1
→ -26% | -1% | 19%
COC(=O)c1ccc(NC(=O)CS(=O)(=O)Cc2ccccc2)cc1
→ 0% | -22% | 10%
COc1ccccc1C(=O)Nc1ccc(C(=O)N2CCCCC2)cc1
→ -5% | 5% | 0%
CC1=N/C(=C\c2ccc([N+](=O)[O-])cc2)C(=O)N1c1ccc(Cl)cc1
→ ? | ? | 0%
CC(C)=CC(=O)OCC(=O)Nc1ccc(F)cc1Cl
→ -7% | -93% | 6%
Cc1cccc(/C=C/C(=O)c2cc(Br)ccc(=O)c2O)c1
→ ? | 3.3µM* | ?
CC(=O)c1c(C)[nH]c(C(=O)CSc2nnc(-c3ccccc3)o2)c1C
→ -5% | 16µM* | 9%
CCOC(=O)C1CCN(S(=O)(=O)c2nc3nc(C)cc(C)n3n2)CC1
→ 0% | -21% | 9%
COc1ccc(-c2noc(-c3ccc(Cl)cc3[N+](=O)[O-])n2)cc1OC
→ 2% | 6% | -3%
Cc1cccc(-n2c(CNC(=O)c3cccc(F)c3)nnc2SCC(=O)Nc2ccccc2F)c1
→ -9% | -19% | -8%
Clc1ccc(OCCN2CCCCC2)cc1Cl
→ 3% | -21% | 0%
O=C(Nc1c(C(=O)c2ccc(Cl)cc2)oc2ccccc12)c1cc(=O)c2ccccc2o1
→ -17% | 0% | 53%
COC(=O)[C@@H](Cc1ccccc1)NC(=O)CC[C@H]1O[C@@H](n2cc(C)c(=O)[nH]c2=O)C[C@@H]1O
→ · | -16% | 0%
Cc1ccccc1NC(=O)c1ccc(S(=O)(=O)C(F)F)cc1
→ 2% | -9% | 5%
O=C(Nc1ccc(F)c(Cl)c1)Nc1c[nH]c(=O)[nH]c1=O
→ 0% | 1% | -4%
COc1cccc(-c2noc(C3CCCN(C(=O)Cc4ccccc4)C3)n2)c1 (stereo not given)
→ -5% | 18µM* | -10%
COc1ccccc1C(=O)Nc1ccc(-c2cc(C(F)(F)F)nn2-c2ccccc2)cc1
→ -10% | 4.1µM* | 0%
COc1ccc(C(CNC(=O)C(=O)Nc2ccc3c(c2)OCO3)N2CCN(C)CC2)cc1 (stereo not given)
→ 4% | ? | 1%
CCN1CCN(c2ncnc3c2cnn3-c2ccc(F)cc2)CC1
→ 2% | -22% | 15%
CN(C)CCOC(=O)C12CC3(C)CC(C)(CC(C)(C3)C1)C2
→ 2% | -17% | -6%
CC(C)NC(=O)c1ccc(C2SCC(=O)N2Cc2ccccc2)cc1 (stereo not given)
→ 8% | -10% | 0%
O=C(c1cccc2ccccc12)C1CCCN(C(=O)C2CCOCC2)C1 (stereo not given)
→ 1% | ? | 15%
CCc1nc2ccc(C)cc2c(C(=O)Oc2cccc3cccnc23)c1C
→ 8% | ? | -8%
CCC(C)NC(=O)c1ccccc1-c1nc2ccccc2[nH]1 (stereo not given)
→ -1% | 10% | -9%
CN(CCC#N)S(=O)(=O)c1ccc2[nH]cc(C(=O)NCCc3ccccc3)c(=O)c2c1
→ -1% | ? | 2%
O=C1c2cccc(OCC(=O)N3N=C(c4cccs4)CC3c3ccc(F)cc3)c2CCN1Cc1ccccc1 (stereo not given)
→ -11% | ? | 2%
Nc1sccc1C(=O)c1ccccc1
→ -1% | 1% | -5%
FC(F)(F)c1cccc(CN2CCSCC2)c1
→ -4% | 37%[activator] | -5%
Cc1ccc(NC(=O)c2cc(S(=O)(=O)N3CCOCC3)ccc2Cl)cc1S(=O)(=O)N1CCOCC1
→ · | ? | -8%
CCS(=O)CC(=O)Nc1c(-c2ccccc2)oc2ccccc2c1=O (stereo not given)
→ -2% | 7% | 6%

Later entries.
Values run as follows: KAT2A inh | TDP1 cell CPT | FEN1 inh
C=CCOc1ccc(C2N3CC4(CC)CN2CC(CC)(C3)C4=O)cc1 (stereo not given)
→ -4% | ? | 9%
CC(C)CNC(=S)NNC(=O)c1ccc(OC(F)F)cc1
→ -8% | -19% | 9%
C=CCN1C(=NC(=O)CCCC(=O)O)SC2CS(=O)(=O)CC21 (stereo not given)
→ 0% | -7% | 7%
Cc1cc(N2CCN(c3ccccc3)CC2)nc2ccccc12
→ -2% | -14% | 0%
